From PubChem
MITF TRPM1 HTS = activators of MITF-driven TRPM1 promoter activity in SK-MEL-5 cells | SK-MEL-5 TRPM1-promoter luciferase, 24 h; % of positive control, neutral wells = 0 | activation, % at 12.5 µM | actives 0.75% (n = 300,000);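 active = mean activation of at least 80% with every replicate also reaching 80%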;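 note: 0% = neutral control wells and 100% = parthenolide positive control wells; values of inactives mirror those of a sister screen read the other way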
CAL PDZ FP-1 = inhibitors of human CAL PDZ peptide binding | purified CAL PDZ, TMR-peptide fluorescence polarization, 1 h | AID 602252 | actives 0.92% (n = 300,000) | Q9HD26 | inhibition, % at 24.9 µM;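 active = mean inhibition of at least 30% with at least half of replicates also reaching 30%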;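 note: 0% = DMSO neutral control and 100% = excess unlabeled competitor peptide PRC23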
AddAB inh = less growth of phage-infected E. coli with AddAB. E. coli expressing H. pylori AddAB, absorbance growth. actives 0.29% (n = 330,000). AID 435030. inhibition, % at 11.9 µM; in the data active = inhibition above about 12%;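 note: 0% = vehicle wells of infected cells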
Ecoli viability = reduces bacterial viability in AddAB counter-screen; inhibition, % at 11.9 µM; actives 0.27% (n = 330,000); E. coli V3065 growth, OD600 absorbance, 18 h;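 active = inhibition above the campaign's mean inhibition across all tested compounds plus 3 SD, cut at about 9.9% in these data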;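 note: uninfected addAB+ strain grown without phage in ampicillin broth; 0% = DMSO wells and 100% = ciprofloxacin 0.95 µg/ml wells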
SR-BI DiI-HDL act = SR-BI HDL lipid transfer activation | CHO ldlA[mSR-BI] cells, DiI-HDL uptake fluorescence, 3 h; 100 = double the neutral-control signal | activation, % at 12.5 µM | actives 0.096% (n = 320,000);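 active = mean replicate activation of at least 60% and every replicate at or above 60%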;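 note: 0% = median plate neutral-control signal and 100% = twice that signal; values of inactives mirror those of a sister screen read the other way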
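Material – SR-BI-overexpressing, LDLR-lacking CHO cells · Medium – BSA-supplemented, HEPES-buffered Ham's F12, pH 7.4 · Doses – single concentration · Times – compound with DiI-HDL co-incubation, 3 h at 37 °C · Measured by – bottom-read fluorescence, 550/595 nm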
Wnt bcat act = Wnt/beta-catenin pathway activation. AID 743398. actives 1.2% (n = 300,000). Wnt/beta-catenin reporter cell assay, activator, plate reader. activation, % at 9.35 µM; in the data active = activation above about 30%, passing the limit was not always enough;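 note: 0% = neutral control wells and 100% = positive control wells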
CAL PDZ FP-2 = human CAL PDZ-peptide interaction inhibition; purified CAL PDZ, TMR-peptide fluorescence polarization, 1 h; actives 0.02% (n = 330,000); AID 504414; inhibition, % at 20 µM; Q9HD26;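 active = highest replicate inhibition of at least 40%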;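 note: plate controls were DMSO neutral control wells for no effect and unlabeled competitor peptide control wells for full effect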
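Test system: purified CerCALP PDZ construct; Compound dosing: one concentration, 20 µM compound; Also added: TMR-labelled reporter peptide T*-PRC34 bound in PDZ groove; Read-out: inhibition from polarization loss; Controls: unlabelled peptide and DMSO controls; Signal: FP readout, S and P plane fluorescence; Incubation: 1 h at RT.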
phage Ecoli inh = E. coli growth loss with phage present; actives 0.26% (n = 360,000); inhibition, % at 11.9 µM; AID 651602; growth absorbance; in the data active = inhibition above about 11%
Tat transport = blocks Tat-dependent protein export in E. coli; E. coli MC4100 TorA-mCherry Tat export, fluorescence; inhibition, % at 10 µM; actives 0.036% (n = 340,000); AID 488895;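 active = mean replicate inhibition at least 50% and at least half of replicates individually reaching 50%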;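 note: exported cargo escapes ClpAP degradation while cytoplasmic cargo is degraded and loses fluorescence; 0% = median of neutral control wells and 100% = median of NaSCN control wells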
SR-BI DiI inh = blocks mouse SR-BI lipid uptake from DiI-HDL; inhibition, % at 12.5 µM; actives 0.96% (n = 320,000); ldlA[mSR-BI] CHO cells, DiI-HDL uptake fluorescence, 3 h; AID 488896;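 active = mean replicate inhibition of at least 70% and a set share of replicates each scoring 70 or more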;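 note: 0% = median of neutral control wells and 100% = median of positive control wells; values of inactives mirror those of a sister screen read the other way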
Target sequence (Q61009 whole entry, looked up): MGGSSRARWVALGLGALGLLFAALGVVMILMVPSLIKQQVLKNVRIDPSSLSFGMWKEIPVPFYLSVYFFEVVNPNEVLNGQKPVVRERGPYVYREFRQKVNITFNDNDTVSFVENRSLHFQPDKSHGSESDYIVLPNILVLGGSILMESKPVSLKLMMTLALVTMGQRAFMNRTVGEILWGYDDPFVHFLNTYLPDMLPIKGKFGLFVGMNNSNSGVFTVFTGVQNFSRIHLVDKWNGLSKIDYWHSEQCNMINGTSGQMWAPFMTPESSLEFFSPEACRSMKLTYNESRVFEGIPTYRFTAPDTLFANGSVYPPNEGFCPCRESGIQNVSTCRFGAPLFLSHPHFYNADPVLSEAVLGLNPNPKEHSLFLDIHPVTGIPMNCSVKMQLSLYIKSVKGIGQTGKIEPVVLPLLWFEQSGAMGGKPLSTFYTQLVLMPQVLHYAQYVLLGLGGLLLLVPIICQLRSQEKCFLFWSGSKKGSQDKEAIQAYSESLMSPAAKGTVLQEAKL
* hit, by the source's call; . = not tested or not shown.

Structure,Ecoli viability,SR-BI DiI inh,CAL PDZ FP-1,CAL PDZ FP-2,SR-BI DiI-HDL act,Tat transport,MITF TRPM1 HTS,Wnt bcat act,AddAB inh,phage Ecoli inh
CCOC(=O)c1c(NC(=O)CN2C(=O)NC3(CCCCC3)C2=O)sc(C)c1-c1ccc(C)cc1,0.9,32,3,0.6,-32,-6,-9,.,1.4,3.2
Cc1ccc(S(=O)(=O)N(C)c2cc(S(=O)(=O)N3CCC(C)CC3)c(C)cc2C)cc1,0.7,-1,0,.,1,-3,-12,.,-1.4,0.6
Cc1ccc(C(=O)N(NC2=NS(=O)(=O)c3ccccc32)S(=O)(=O)c2ccc(C)cc2)cc1,-1.0,-8,.,0.5,8,-3,4,.,2.6,0.5
O=C(CCNC(=O)N1CC(=O)Nc2ccccc21)Nc1cccc(Cl)c1,-0.5,24,-2,-2.3,-24,-2,2,-2,1.5,0.2
COc1ccc(C(=O)NC(=S)N(Cc2ccccc2)Cc2ccccc2)cc1,-0.3,21,2,0.3,-21,7,-14,.,1.0,1.7
O=C(/C=C/c1ccc(Cl)cc1Cl)Nc1cccc(S(=O)(=O)NC2=NCCCCC2)c1,-0.6,38,.,-3.5,-38,-10,25,5,0.6,3.2
Cc1cc(C(=O)OCCO)c(C#N)c(N)n1,4.0,-14,-4,0.7,14,-2,-3,0,2.8,2.0
COc1ccc(-n2nc3c(c2NC(=O)c2ccco2)CS(=O)(=O)C3)cc1,-3.2,-3,76*,-1.0,3,1,-7,-1,0.8,1.8
COc1ccccc1N(C)S(=O)(=O)c1ccc(C(=O)Nc2nc(C)cs2)cc1,5.6,46,-1,-3.4,-46,-1,-14,0,-0.3,0.5
CC1CCCN(Cc2cnc(Cl)s2)C1 (centres undefined),-0.1,-14,-3,-1.6,14,4,-2,.,2.1,4.1
Cn1c(=O)c2c(nc(SCc3ccccc3)n2Cc2ccc(Cl)cc2)n(C)c1=O,0.6,-8,-3,.,8,21,3,-1,1.4,1.9
COCCNc1nc2c(c(=O)n(Cc3cccc(Br)c3)c(=O)n2C)n1C,1.4,6,-3,0.3,-6,5,2,-2,0.7,2.3
O=[N+]([O-])c1ccc(NC(=S)NCCc2ccc(F)cc2)cc1,9.7,-2,-4,-1.0,2,-14,-6,-1,11,9.1
CCn1c(-c2cc(-c3ccc(C)cc3)nc3ccccc23)n[nH]c1=S,2.4,33,.,0.1,-33,9,20,1,2.4,4.0
COc1cc2c(cc1OC)CN(C(=O)Cn1ccccc1=O)CC2,1.0,-23,0,0.0,23,2,6,.,3.5,.
C=CCNC(=O)c1onc(CSc2ccccc2F)c1C(=O)O,-1.2,-28,-2,0.0,28,-8,1,-2,0.4,0.2
CC(C)c1nc(NCC2CCCO2)c(C#N)c2c1COC(C)(C)C2 (centres undefined),0.9,-1,4,-0.1,1,5,-13,0,0.8,2.8
COc1ccc(C(=O)CSc2[nH]c(=O)cc(C(F)(F)F)c2C#N)cc1,2.8,.,.,-2.1,.,-7,1,2,2.0,3.2
CCCC(=O)N1CCCC(C(=O)c2cccc(OC(C)C)c2)C1 (centres undefined),-1.6,-9,-2,-0.6,9,-1,.,1,-0.9,0.6
C(=N\Nc1nncc2ccccc12)/c1ccccn1,10*,5,-6,-0.5,-5,-7,-52,-14,9.0,19*
COc1ccc(OCCN2CCN(C(=O)c3ccc(OC)c(OC)c3)CC2)cc1,-2.3,2,0,-1.8,-2,-5,0,2,3.6,-0.2
CC1SCC(=O)N(CC(=O)Nc2ccc3c(c2)OCO3)C1=O (centres undefined),0.8,-8,1,-2.0,8,-7,13,19,3.8,6.3
COc1cc(OC)cc(C(=O)NCC(=O)OCC(=O)NC(C)(C)C)c1,1.2,-8,-1,0.1,8,0,7,-6,5.7,2.1
O=c1nc(N2CCCC2)nc(N2CCCC2)[nH]1,-1.0,-11,-2,0.6,11,-3,.,1,4.0,2.2
O=C(Nc1ccccc1C(=O)O)c1ccc(NC(=O)C2CCCCC2)cc1,1.6,31,-3,-13,.,-10,-2,1,1.3,-0.9
COc1ccc(-c2nnc(SCC(=O)Nc3cc(C)on3)n2C)cc1OC,2.2,-17,-7,-1.9,17,9,2,-1,0.1,1.3
CC(C)N(C(=O)[C@H]1C[C@H](CC(=O)NCCCn2ccnc2)C(=O)N2CCc3c([nH]c4ccc(Cl)cc34)[C@]12C)C(C)C,-1.8,-2,1,-2.9,2,4,-4,-2,-1.1,-0.2
Cc1cc(C)c(S(=O)(=O)Nn2cnnc2)c(C)c1,0.1,-4,.,-0.5,4,-6,-3,-1,0.2,0.2
N#CC1(NC(=O)COc2ccccc2[N+](=O)[O-])CCCCC1,0.2,-3,.,-0.8,3,-2,-8,8,3.6,4.7
O=C(CSc1ccsc1[N+](=O)[O-])N1CCN(c2ccc(Cl)cc2)CC1,2.4,24,-1,0.9,-24,-6,1,.,2.4,2.6
FC(F)(F)c1nnc(-c2ccccc2)nc1Oc1ccc(Cl)cc1Cl,0.9,7,.,0.4,-7,4,.,.,-0.1,3.3
CCOC(=O)C1CCCN(C(=O)Cn2nc(C)n3nc(-c4ccccc4)cc3c2=O)C1 (centres undefined),-0.7,12,-1,-0.4,-12,-3,-1,1,2.9,2.2
Cc1ccc(C(=O)c2cc3ccccc3o2)cc1C,-2.0,27,-11,.,-27,13,56,.,1.9,1.8
Cc1cc(=O)oc2cc(OC(=O)c3nn(C(C)C)c(=O)c4ccccc34)ccc12,-2.2,-37,-5,-1.0,37,-5,3,-2,-1.4,1.5
COc1ccc(-n2c(=O)/c(=C\c3cccs3)s/c2=C(/C#N)C(=O)N2CCN(C)CC2)cc1,-0.6,-13,-1,-2.4,13,-4,-1,3,0.7,-1.4
O=C(CCOc1ccccc1)Nc1ccc(S(=O)(=O)N2CCCC2)cc1,2.6,15,-3,-1.2,-15,27,0,-2,6.3,4.5
CC(C)c1nc(NCCO)c2nnn(Cc3ccccc3)c2n1,3.7,-14,-1,-2.2,14,5,5,0,1.5,0.6
CSc1c(CN2CCN(C)CC2)c2ccccc2n1C,-1.7,.,.,.,.,.,.,2,3.4,1.3
Cc1coc(NC(=O)CSc2nc(-c3ccc(Cl)cc3)cc(C(F)(F)F)c2C#N)n1,-0.8,41,0,-0.3,-41,12,-19,-7,0.0,-1.1
CC(=O)c1ccc(N2CCN(C(=O)C(=O)c3c(C)[nH]c4ccccc34)CC2)cc1,-1.4,5,0,-3.4,-5,10,7,2,2.0,2.4
COc1ccc(C(NC(=O)c2ccc(-c3ccccc3)cc2)c2ccccc2)cc1 (centres undefined),-2.6,-9,-23,0.0,9,-2,-5,.,0.3,1.7
CCc1nc2sc3c(=O)[nH]cnc3c2c2c1CSC(C)(C)C2,-1.2,.,8,1.1,.,-5,8,9,0.3,2.0
COCCN(CCOC)c1nc(-c2ccc(Cl)cc2)nc2ccccc12,1.6,29,5,0.8,-29,11,.,-3,2.0,2.0
Cn1c(=O)oc2cc(S(=O)(=O)N3CCN(c4cccc(Cl)c4)CC3)ccc21,0.1,-10,.,0.4,10,8,-12,.,-0.7,3.2
COCC(=O)Nc1cc(Cl)ccc1C,-0.2,-15,5,-0.3,15,3,-15,-2,0.7,3.8
O=C(NCc1ccc(F)cc1)c1c2c(nc3ccccc13)CCC2,0.1,14,1,-0.7,-14,-4,16,-1,4.3,0.9
CN1CCN(S(=O)(=O)c2ccc(Nc3ccc(F)cc3)nc2)CC1,0.8,-8,0,-2.4,8,-1,4,-3,1.7,3.4
Cc1cc(C)c2c(=O)[nH]c(SCC(=O)NCc3ccccc3)nc2n1,1.2,7,-1,-2.4,-7,2,-9,-2,0.3,2.0
COCCNC(=O)CN1C(=O)CC(C)(C)S(=O)(=O)c2ccccc21,0.3,-3,.,-0.7,3,3,.,-1,0.9,2.7
CC(C)n1c(-c2ccccc2)nc(=S)c2c1CCCC2,-2.0,.,.,.,.,.,.,-2,0.9,2.8

Later entries
Structure,Ecoli viability,SR-BI DiI inh,CAL PDZ FP-1,CAL PDZ FP-2,SR-BI DiI-HDL act,Tat transport,MITF TRPM1 HTS,Wnt bcat act,AddAB inh,phage Ecoli inh
Cc1ccc(C(=O)Nc2cccc(C(=O)N/N=C/c3ccc(O)cc3)c2)cc1,0.3,.,.,-1.6,.,9,-9,-2,5.7,0.1
O=C(NN1CCCCC1)c1ccccc1,1.3,-43,-3,-0.9,43,3,5,-2,6.8,3.5
CCOC(=O)CSc1ccc(C(=O)NCCN2CCOCC2)cc1[N+](=O)[O-],3.0,12,9,0.9,-12,-1,1,0,2.1,0.2
COc1cccc(C2c3[nH]c4ccccc4c3C[C@H]3C(=O)N(C4CCN(Cc5ccccc5)CC4)CC(=O)N23)c1 (some centres undefined),2.2,32,1,-0.2,-32,9,-20,1,-0.9,-0.8
CCOc1ccc(C(=O)CCc2nc3ccccc3s2)cc1,0.9,-9,-4,-3.4,9,6,18,0,0.3,-0.2
COC(=O)Cn1cc(/C=C/c2cc[n+](C)cc2)c2ccccc21,3.0,-19,0,0.3,19,3,.,-1,0.0,-0.5
CCN(C(=O)COC(=O)c1ccccc1NCCO)c1cccc2ccccc12,-0.6,-20,-2,-6.0,20,2,1,-5,-1.6,0.5
O=C(Nc1cc(C(F)(F)F)cc(C(F)(F)F)c1)Nc1cnn(-c2ccc([N+](=O)[O-])cc2)c1C(F)(F)F,0.7,-11,-3,-0.7,11,-5,.,-13,2.6,3.5
COc1cc2c(cc1OC)C(c1ccccc1[N+](=O)[O-])N(C(C)=O)CC2 (centres undefined),0.0,.,-4,-0.5,.,0,-6,1,4.5,-5.2
CCOc1ccc(C(O)(CCC(C)C)C(CN2CCOCC2)c2ccccc2)cc1 (centres undefined),0.8,-15,8,-0.3,15,3,5,-1,-0.2,-2.8
CC1(c2cccc(Br)c2)NC(=O)N(CC(=O)Nc2ccc(F)cc2)C1=O (centres undefined),0.2,.,3,-1.7,.,4,-7,14,1.3,-2.2
CC(=O)Nc1cccc(-c2nc3ccccc3[nH]2)c1,-1.4,-4,-2,-2.8,4,2,2,0,3.2,2.2
N/C(=N\S(=O)(=O)c1cc(C(F)(F)F)cc(C(F)(F)F)c1)c1ccc(Cl)cc1,2.9,0,-3,-0.7,0,18,.,-5,0.6,4.6

Record cards, from the list above.
COc1cc2c(cc1OC)C(c1ccccc1[N+](=O)[O-])N(C(C)=O)CC2 (centres undefined) reads Ecoli viability = 0.0; SR-BI DiI inh = .; CAL PDZ FP-1 = -4; CAL PDZ FP-2 = -0.5; SR-BI DiI-HDL act = .; Tat transport = 0; MITF TRPM1 HTS = -6; Wnt bcat act = 1; AddAB inh = 4.5; phage Ecoli inh = -5.2
CCN(C(=O)COC(=O)c1ccccc1NCCO)c1cccc2ccccc12 reads Ecoli viability = -0.6; SR-BI DiI inh = -20; CAL PDZ FP-1 = -2; CAL PDZ FP-2 = -6.0; SR-BI DiI-HDL act = 20; Tat transport = 2; MITF TRPM1 HTS = 1; Wnt bcat act = -5; AddAB inh = -1.6; phage Ecoli inh = 0.5
